Assay outcomes deposited in PubChem by several laboratories.
LMP1 NFkB inh = inhibitors of Epstein-Barr LMP1-induced NF-kappaB reporter | inhibition, % at 12.5 µM | hit rate 0.69% among 350,000 | LMP1-induced NF-kappaB luciferase reporter cells, luminescence; in the data active means inhibition above about 41%;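 further: 0% = neutral control wells and 100% = reference inhibitor control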
TLR9-MyD88 block = blocks human TLR9 binding to MyD88. Q9NR96+Q99836. CHO BLA complementation TLR9-MyD88, CCF4 FRET ratio. inhibition, % at 4.98 µM. hit rate 0.21% among 340,000. AID 504734;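 active means inhibition above the mean over all tested compounds plus 3 SD, cut at about 21% in these data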;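 further: 0% = DMSO only wells and 100% = clavulanate BLA inhibitor control wells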
Target sequence (Q99836 whole entry, looked up): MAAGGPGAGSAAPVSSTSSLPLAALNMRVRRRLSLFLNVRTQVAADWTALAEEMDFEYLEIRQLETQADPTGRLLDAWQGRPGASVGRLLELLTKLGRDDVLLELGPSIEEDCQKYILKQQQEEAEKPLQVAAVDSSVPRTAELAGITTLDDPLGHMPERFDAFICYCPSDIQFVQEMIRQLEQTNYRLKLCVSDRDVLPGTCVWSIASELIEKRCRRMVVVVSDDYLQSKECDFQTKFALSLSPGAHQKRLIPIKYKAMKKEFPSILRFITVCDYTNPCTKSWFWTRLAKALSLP
Target sequence (Q9NR96 whole entry, looked up): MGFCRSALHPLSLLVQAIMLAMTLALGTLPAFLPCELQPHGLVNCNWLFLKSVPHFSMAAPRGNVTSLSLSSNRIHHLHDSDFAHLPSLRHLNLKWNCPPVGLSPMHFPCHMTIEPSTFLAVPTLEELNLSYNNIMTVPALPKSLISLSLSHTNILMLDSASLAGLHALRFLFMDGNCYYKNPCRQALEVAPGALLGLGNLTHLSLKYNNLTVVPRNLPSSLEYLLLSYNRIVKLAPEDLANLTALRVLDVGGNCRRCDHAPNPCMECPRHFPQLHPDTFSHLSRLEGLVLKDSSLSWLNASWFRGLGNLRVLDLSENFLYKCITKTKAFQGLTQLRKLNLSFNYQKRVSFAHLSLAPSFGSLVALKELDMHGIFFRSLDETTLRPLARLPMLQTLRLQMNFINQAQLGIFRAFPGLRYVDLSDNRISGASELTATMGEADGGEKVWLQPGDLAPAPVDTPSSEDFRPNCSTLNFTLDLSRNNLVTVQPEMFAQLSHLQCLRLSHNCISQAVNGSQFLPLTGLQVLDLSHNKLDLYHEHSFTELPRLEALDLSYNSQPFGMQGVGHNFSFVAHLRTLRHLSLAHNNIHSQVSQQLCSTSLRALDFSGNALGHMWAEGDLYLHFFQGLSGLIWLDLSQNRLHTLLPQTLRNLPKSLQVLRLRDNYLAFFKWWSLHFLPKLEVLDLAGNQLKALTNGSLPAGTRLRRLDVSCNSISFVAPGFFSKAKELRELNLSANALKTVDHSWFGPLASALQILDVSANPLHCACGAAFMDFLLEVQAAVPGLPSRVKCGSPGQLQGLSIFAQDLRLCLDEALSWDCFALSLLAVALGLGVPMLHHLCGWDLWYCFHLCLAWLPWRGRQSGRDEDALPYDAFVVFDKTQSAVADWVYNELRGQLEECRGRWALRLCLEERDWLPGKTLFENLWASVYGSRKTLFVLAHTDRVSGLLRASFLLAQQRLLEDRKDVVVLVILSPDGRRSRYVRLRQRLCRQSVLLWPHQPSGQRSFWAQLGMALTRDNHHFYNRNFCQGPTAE
NCOA1 inh = human NCOA1 inhibition; HEK293 GAL4-SRC1 luciferase reporter, luminescence; Q15788; AID 588354; inhibition, % at 3.6 µM; hit rate 0.12% among 360,000;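 active means inhibition above the campaign mean plus 3 SD, with each screening campaign given its own cutoff, cut at about 60% in these data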;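 further: 0% = DMSO treated cells and 100% = gossypol at 36 µM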
NR2F2 inh = NR2F2 (human) inhibition, primary screen; P24468; HEK293T NGFI-A luciferase reporter, luminescence; inhibition, % at 8.6 µM; hit rate 0.7% among 370,000; AID 686940;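 active means inhibition above a per-plate cutoff, mean inhibition of test wells between control levels plus 3 SD, cut at about 38% in these data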;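 further: cells cotransfected with COUP-TFII expression vector driving the NGFI-A reporter; 0% = median of COUP-TF2 test wells and 100% = reporter-only cells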
NCOA2 inhibitor = human SRC2 (NCOA2) inhibition. Q15596. HEK293 GAL4-SRC2 luciferase reporter, luminescence. inhibition, % at 9 µM. hit rate 0.17% among 370,000;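 active means inhibition above the mean inhibition of all tested compounds plus 3 SD, set per campaign, cut at about 52% in these data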;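 further: 0% = DMSO treated cells and 100% = cells given Gossypol at 36 µM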
TRAIL sens C8 = sensitizes caspase-8 expressing cells to TRAIL; NB7+C8 cells + TRAIL, ATPlite viability luminescence; inhibition (viability loss, TRAIL sensitization), % at 10 µM; hit rate 1% among 360,000; AID 624354;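 active means compounds causing at least 50% loss of cell viability in the single-dose screen, relative to plate controls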
NOD2 RIPK2 PPI = blocks binding of human NOD2 to RIPK2; AID 624267; CHO BLA complementation NOD2-RIPK2, CCF4 ratio; hit rate 0.38% among 360,000; inhibition, % at 4.98 µM; in the data active means inhibition above about 21%;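 further: 0% = vehicle only and 100% = reference blocker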
Vif imaging = blocks HIV Vif function; AID 602346; inhibition, % at 7.49 µM; HEK293T cells, Vif self-association by quenched fluorescence, imaging, 24 h; hit rate 0.35% among 340,000; in the data active means inhibition above about 50%, passing the limit was not always enough; further: some results filed as inactive read as strong as hits
LRH-1 inv ag = inverse agonists of human LRH-1 (NR5A2); inhibition, % at 3.6 µM; hit rate 0.13% among 360,000; HEK293T StAR-luciferase reporter, LRH-1 transfected, 24 h;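 active means inhibition above the mean inhibition of all tested compounds plus 3 SD, cut at about 73% in these data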;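 further: 0% = DMSO wells and 100% = reporter-only cells lacking LRH-1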
TROY NFkB inh = blocks TROY-dependent signaling in reporter cells. inhibition, % at 10 µM. hit rate 0.98% among 360,000. AID 1347056. Q293 LMP1-TROYcd NF-kB luciferase reporter, 4 h;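 active means compounds whose plate-normalised and pattern-corrected inhibition of the luciferase reporter signal at the single screening dose is 50% or more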
NCOA3 inh = human NCOA3 inhibition; inhibition, % at 3.6 µM; hit rate 0.17% among 360,000; AID 588352; HEK293 GAL4-SRC3 luciferase reporter, luminescence;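 active means inhibition above a per-campaign cutoff, the mean of all compounds plus 3 SD, cut at about 60% in these data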;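 further: 0% = DMSO-treated cells and 100% = gossypol-treated cells at 36 µM; higher means less SRC3-driven luciferase light from the GAL4 reporter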
* = called active by the depositor.

O=C(N/N=C/c1cc2c(cc1Cl)OCO2)c1ccncc1 was read as LMP1 NFkB inh 0.3, TLR9-MyD88 block -6.5, NCOA1 inh 1.4, NR2F2 inh 8.5, NCOA2 inhibitor -56.5, TRAIL sens C8 -0.7, NOD2 RIPK2 PPI 7.6, Vif imaging -3.6, LRH-1 inv ag -0.7, TROY NFkB inh -4.0 and NCOA3 inh 8.8.
For O=C(Nc1ccc(N2CCOCC2)cc1)Nc1ccc(Cl)c(Cl)c1 the results were LMP1 NFkB inh -13.5, TLR9-MyD88 block 2.5, NCOA1 inh -23.7, NR2F2 inh -25.6, NCOA2 inhibitor -18.5, TRAIL sens C8 -4.1, NOD2 RIPK2 PPI 1.4, Vif imaging -9.1, LRH-1 inv ag -14.2, TROY NFkB inh 3.8 and NCOA3 inh -28.7.
CCOC(=O)CNc1nc(Cl)nc(N2CCCCC2)n1 was read as LMP1 NFkB inh -4.5, TLR9-MyD88 block -2.1, NCOA1 inh -62.4, NR2F2 inh 1.8, NCOA2 inhibitor -6.7, TRAIL sens C8 -9.0, NOD2 RIPK2 PPI -1.3, Vif imaging 12.8, LRH-1 inv ag 6.2, TROY NFkB inh -19.0 and NCOA3 inh 6.0.
Screening OC(c1ccc(-c2ccccc2)cc1)c1ncc(-c2ccccc2)[nH]1 (stereo unspecified) returned NCOA1 inh 9.3, NR2F2 inh 56.5*, NCOA2 inhibitor -12.5, TRAIL sens C8 -5.3, NOD2 RIPK2 PPI 4.6, LRH-1 inv ag 4.7, TROY NFkB inh 9.3 and NCOA3 inh 8.6.
COc1ccc(-n2c(=O)c3ccccc3n(Cc3ccc(F)cc3)c2=O)cc1OC was read as LMP1 NFkB inh -1.3, TLR9-MyD88 block -7.2, NCOA1 inh 2.9, NR2F2 inh 0.8, NCOA2 inhibitor -7.4, TRAIL sens C8 -8.6, NOD2 RIPK2 PPI 6.8, Vif imaging 6.3, LRH-1 inv ag 9.9, TROY NFkB inh -19.6 and NCOA3 inh 2.3.
CC(=O)Nc1cc(OC(C)=O)c2nonc2c1OC(C)=O was read as LMP1 NFkB inh 0.4, TLR9-MyD88 block -2.6, NCOA1 inh -7.8, NR2F2 inh -12.1, NCOA2 inhibitor 26.2, TRAIL sens C8 -13.7, NOD2 RIPK2 PPI -1.6, Vif imaging -4.0, LRH-1 inv ag 16.5, TROY NFkB inh 7.1 and NCOA3 inh -21.6.
Screening CC1CCCCN1CCNC(=O)CN1C(=O)CSc2ccc(S(=O)(=O)N3CCCCC3)cc21 (stereo unspecified) returned LMP1 NFkB inh -0.4, TLR9-MyD88 block -13.4, NCOA1 inh -49.6, NR2F2 inh -5.8, NCOA2 inhibitor 6.5, TRAIL sens C8 9.4, NOD2 RIPK2 PPI 0.7, Vif imaging 12.3, LRH-1 inv ag -27.0, TROY NFkB inh -4.7 and NCOA3 inh -1.6.
COC(=O)c1cnn2c(C(F)(F)F)cc(-c3ccc(F)cc3)nc12 was read as LMP1 NFkB inh 7.8, TLR9-MyD88 block -1.6, NCOA1 inh 1.6, NR2F2 inh 1.3, NCOA2 inhibitor -14.0, TRAIL sens C8 8.7, NOD2 RIPK2 PPI -5.1, Vif imaging 2.7, LRH-1 inv ag 8.4, TROY NFkB inh -15.4 and NCOA3 inh -1.4.
COc1ccc(/C=N/NC(=O)C(=O)N2CCN(c3ccccc3OC)CC2)cc1 was read as LMP1 NFkB inh -8.2, TLR9-MyD88 block -0.1, NCOA1 inh 3.4, NR2F2 inh -21.9, NCOA2 inhibitor 3.9, TRAIL sens C8 8.1, NOD2 RIPK2 PPI -1.7, LRH-1 inv ag 8.3, TROY NFkB inh -16.4 and NCOA3 inh -1.2.
For CCOc1ccc(NC(=O)C(=O)N/N=C/c2cccnc2)cc1 the results were LMP1 NFkB inh 0.7, TLR9-MyD88 block -4.6, NCOA1 inh 13.1, NR2F2 inh -3.9, NCOA2 inhibitor 3.9, TRAIL sens C8 -10.5, NOD2 RIPK2 PPI 11.2, Vif imaging -4.1, LRH-1 inv ag -4.4, TROY NFkB inh 0.8 and NCOA3 inh 18.9.
For FC(F)(F)c1cc(-c2ccc(Cl)cc2)nc(NCc2cccnc2)n1 the results were LMP1 NFkB inh -6.3, TLR9-MyD88 block 0.5, NCOA1 inh 8.1, NR2F2 inh 16.4, NCOA2 inhibitor -10.9, TRAIL sens C8 8.7, NOD2 RIPK2 PPI -1.2, LRH-1 inv ag -5.5, TROY NFkB inh 8.4 and NCOA3 inh 7.6.
For COC(=O)C(CC(C)C)N(Cc1cc(OC)cc(OC)c1)S(=O)(=O)c1ccccc1Br (stereo unspecified) the results were LMP1 NFkB inh -4.2, TLR9-MyD88 block -8.1, NCOA1 inh 0.8, NR2F2 inh 17.8, NCOA2 inhibitor 13.0, TRAIL sens C8 16.3, NOD2 RIPK2 PPI -4.7, Vif imaging -1.6, LRH-1 inv ag 26.0, TROY NFkB inh 6.8 and NCOA3 inh 15.6.
CC(C)(C)C1CCC2(CC1)C(C#N)=C(SCC(=O)NC1CCCCC1)NC(=O)C2C#N (stereo unspecified) was read as LMP1 NFkB inh -4.9, TLR9-MyD88 block -2.3, NCOA1 inh 0.3, NR2F2 inh 4.6, NCOA2 inhibitor -17.8, TRAIL sens C8 2.3, NOD2 RIPK2 PPI -8.9, Vif imaging -6.5, LRH-1 inv ag -21.1, TROY NFkB inh 38.3 and NCOA3 inh 10.2.
Cn1c(Cn2c(=O)sc3ccccc32)nnc1SCC(=O)N1CCCCCC1 was read as LMP1 NFkB inh -12.3, TLR9-MyD88 block -0.2, NCOA1 inh -14.5, NR2F2 inh 1.7, NCOA2 inhibitor -6.3, TRAIL sens C8 -9.8, NOD2 RIPK2 PPI -2.3, Vif imaging 10.2, LRH-1 inv ag 8.3, TROY NFkB inh -4.7 and NCOA3 inh 9.8.
COCCOc1ccc(C(F)(F)F)cc1NC(=O)COC(=O)C12CC3CC(CC(O)(C3)C1)C2 was read as LMP1 NFkB inh -4.2, TLR9-MyD88 block 1.2, NCOA1 inh -29.5, NR2F2 inh 14.9, NCOA2 inhibitor -11.0, TRAIL sens C8 -6.6, NOD2 RIPK2 PPI -3.2, LRH-1 inv ag 5.5, TROY NFkB inh 15.0 and NCOA3 inh 7.9.
COc1ccc(NC(=O)CN2C(=O)CC(C)(C)S(=O)(=O)c3ccccc32)cc1 was read as LMP1 NFkB inh -6.0, TLR9-MyD88 block -7.7, NCOA1 inh -0.7, NR2F2 inh -1.3, NCOA2 inhibitor -2.0, TRAIL sens C8 -8.0, NOD2 RIPK2 PPI -1.5, Vif imaging 18.7, LRH-1 inv ag -5.9, TROY NFkB inh -13.7 and NCOA3 inh -0.7.
For Cc1ccc(CNS(=O)(=O)c2ccc(Br)s2)cc1 the results were LMP1 NFkB inh -19.4, TLR9-MyD88 block 2.9, NCOA1 inh -6.3, NR2F2 inh 2.3, NCOA2 inhibitor -1.3, TRAIL sens C8 -6.8, NOD2 RIPK2 PPI -10.4, Vif imaging -3.2, LRH-1 inv ag -12.5, TROY NFkB inh -18.6 and NCOA3 inh 5.8.
`COc1ccc(C2/C=C\CN(C(=O)C3CCCCC3)CC(=O)N2Cc2ccc(F)cc2)cc1` (stereo unspecified) gave LMP1 NFkB inh 9.7, TLR9-MyD88 block -3.8, NCOA1 inh -4.1, NR2F2 inh -1.4, NCOA2 inhibitor 5.5, TRAIL sens C8 0.1, NOD2 RIPK2 PPI -0.8, Vif imaging -0.5, LRH-1 inv ag -2.3, TROY NFkB inh -2.9 and NCOA3 inh -32.0.
`CCOC(=O)N1CCC(NC(=O)Cn2cccc2C(=O)c2ccccc2)CC1` gave LMP1 NFkB inh -4.3, TLR9-MyD88 block 5.5, NCOA1 inh -23.9, NR2F2 inh 13.0, NCOA2 inhibitor -16.7, TRAIL sens C8 -4.4, NOD2 RIPK2 PPI 0.8, Vif imaging -9.7, LRH-1 inv ag 21.4, TROY NFkB inh 10.7 and NCOA3 inh -0.7.
O=C(N=Nc1c(O)n(Cc2ccccc2)c2ccccc12)c1ccc(O)cc1 was read as LMP1 NFkB inh 1.4, TLR9-MyD88 block -1.1, NCOA1 inh -92.5, NR2F2 inh -30.1, NCOA2 inhibitor -63.7, TRAIL sens C8 39.2, NOD2 RIPK2 PPI -8.3, Vif imaging -8.8, LRH-1 inv ag -20.6, TROY NFkB inh -3.1 and NCOA3 inh -53.4.
Cc1ccc(N(CCC#N)C(=O)COC(=O)c2nc3nc(C)cc(C)n3n2)cc1 was read as LMP1 NFkB inh -1.4, TLR9-MyD88 block 4.9, NCOA1 inh -1.2, NR2F2 inh -2.1, NCOA2 inhibitor -26.7, TRAIL sens C8 -1.5, NOD2 RIPK2 PPI 3.2, Vif imaging 0.6, LRH-1 inv ag -1.7, TROY NFkB inh 2.9 and NCOA3 inh 11.8.
CCN1CCN(c2cc(C)c3cc(NC(=O)c4ccncc4)ccc3n2)CC1 was read as LMP1 NFkB inh 1.8, TLR9-MyD88 block -4.3, NCOA1 inh 1.1, NR2F2 inh -10.0, NCOA2 inhibitor -28.0, TRAIL sens C8 4.7, NOD2 RIPK2 PPI -10.8, LRH-1 inv ag 12.7, TROY NFkB inh 18.1 and NCOA3 inh 6.6.
`COc1ccc(NC(=O)/C(C#N)=C\c2ccc(-c3cccc(C(=O)O)c3C)o2)cc1` gave LMP1 NFkB inh 3.1, TLR9-MyD88 block 6.6, NCOA1 inh -41.2, NR2F2 inh 4.1, NCOA2 inhibitor -4.8, TRAIL sens C8 5.6, NOD2 RIPK2 PPI 11.3, Vif imaging -3.6, LRH-1 inv ag -30.9, TROY NFkB inh -22.7 and NCOA3 inh -5.1.
CCOc1[nH]n(-c2ccccc2)c(=O)c1C=Nc1ccc(C)cc1 was read as LMP1 NFkB inh -9.9, TLR9-MyD88 block 1.7, NCOA1 inh -11.9, NR2F2 inh -9.0, NCOA2 inhibitor 13.2, TRAIL sens C8 13.9, NOD2 RIPK2 PPI 0.2, Vif imaging -0.5, LRH-1 inv ag 5.4, TROY NFkB inh -22.9 and NCOA3 inh 6.8.
`Cc1cccn2c(CNCCc3ccco3)c(C(=O)N3CCOCC3)nc12` gave LMP1 NFkB inh 0.0, TLR9-MyD88 block -13.2, NCOA1 inh -5.6, NR2F2 inh 9.4, NCOA2 inhibitor 6.0, TRAIL sens C8 -23.5, NOD2 RIPK2 PPI -6.4, Vif imaging -5.9, LRH-1 inv ag 4.9, TROY NFkB inh 3.7 and NCOA3 inh -23.0.
Cc1ccc(S(=O)(=O)N/N=C/c2c[nH]c3ccccc23)cc1 was read as LMP1 NFkB inh -3.4, TLR9-MyD88 block -10.4, NCOA1 inh -2.0, NR2F2 inh 9.6, NCOA2 inhibitor 16.9, TRAIL sens C8 0.8, NOD2 RIPK2 PPI 4.6, Vif imaging 19.4, LRH-1 inv ag 18.0, TROY NFkB inh 11.0 and NCOA3 inh -10.3.
`COCCCN1C(=O)c2ccc(C(=O)Nc3ccccc3Cl)cc2C1=O` gave LMP1 NFkB inh 1.7, TLR9-MyD88 block -7.9, NCOA1 inh -10.8, NR2F2 inh -14.7, NCOA2 inhibitor -1.1, TRAIL sens C8 -17.2, NOD2 RIPK2 PPI -7.8, Vif imaging 2.8, LRH-1 inv ag -3.5, TROY NFkB inh 12.2 and NCOA3 inh 7.4.

This is a subset; count on the stated rates, not on these rows.
